Source: PubChem
Dicer processing = inhibitors of human Dicer processing of pre-microRNA; Q9UPY3; cat-ELCCA pre-miR-21 Dicer processing, chemiluminescence; stronger effect = higher value; z-score at 25 µM; 6% of 47,000 active; AID 1347074; in the data active means z-score above about 3, passing the limit was not always enough;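 further: plate controls were vehicle for no effect and no enzyme for full effect; higher signal means more uncleaved substrate so more Dicer inhibition; strong numbers were not always called active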
* hit, by the source's call; & = joins results of further samples.

| molecule | Dicer processing |
| --- | --- |
| COC(=O)C1=C(C)NC2=C(C(=O)c3ccccc32)C1c1cc(Br)ccc1OCC(=O)O (configuration not stated) | 0.3 |
| Oc1ccc(/C=C/c2cc(O)cc(O)c2)cc1 | -0.69 |
| CCCCC(O)c1ccccc1 (configuration not stated) | 0.49 |
| C[C@]12CCC(=O)C=C1CC[C@@H]1[C@@H]2CC[C@@]2(C)[C@H]1CC[C@]2(O)C(=O)CO | 3.28* |
| CCCCCCCCCCCCCCC[C@H](O)[C@H](N)CO | -1.69 |
| COc1cc2c(cc1OC)C(=O)C(CC1CCN(Cc3ccccc3)CC1)C2 (configuration not stated) | 0.52 |
| CCC(C)n1ncn(-c2ccc(N3CCN(c4ccc(OCC5COC(Cn6cncn6)(c6ccc(Cl)cc6Cl)O5)cc4)CC3)cc2)c1=O (configuration not stated) | 0.55 |
| c1ccc(CN(CC2=NCCN2)c2ccccc2)cc1 | 0.6 |
| COc1ccccc1N1CCN(CCCNc2cc(=O)n(C)c(=O)n2C)CC1 | 0.4 |
| CC(COc1ccccc1)NC(C)C(O)c1ccc(O)cc1 (configuration not stated) | -0.35 |
| NC(N)=NCCC[C@H](N)C(=O)O | -0.14 |
| O=C(c1ccc(F)cc1)C1CCN(CCn2c(=O)[nH]c3ccccc3c2=O)CC1 | -0.57&1.02 |
| Cc1nc2ccccn2c(=O)c1CCN1CCC(C(=O)c2ccc(F)cc2)CC1 | -0.1 |
| Cn1c(=O)c2c(ncn2CC2OCCO2)n(C)c1=O | -0.42 |
| C1CCC(C(CC2CCCCN2)C2CCCCC2)CC1 (configuration not stated) | -0.34 |
| C=C[C@H]1CN2CC[C@H]1C[C@@H]2[C@@H](O)c1ccnc2ccc(OC)cc12 | 0.7&0.45 |
| c1ccc(CC2=NCCN2)cc1 | 2.07 |
| CC(=O)c1ccc2c(c1)N(CCCN(C)C)c1ccccc1S2 | 1.84 |
| COc1ccc(C(=O)CC(=O)c2ccc(C(C)(C)C)cc2)cc1 | -0.14 |
| C=CC1=C(C(=O)O)N2C(=O)[C@@H](NC(=O)/C(=N\O)c3csc(N)n3)[C@H]2SC1 (stereo in doubt) | -0.23 |

Looked up by structure from the list above (4):
| molecule | Dicer processing |
| --- | --- |
| CC(=O)c1ccc2c(c1)N(CCCN(C)C)c1ccccc1S2 | 1.84 |
| NC(N)=NCCC[C@H](N)C(=O)O | -0.14 |
| c1ccc(CC2=NCCN2)cc1 | 2.07 |
| Cc1nc2ccccn2c(=O)c1CCN1CCC(C(=O)c2ccc(F)cc2)CC1 | -0.1 |

Four entries from above, as labelled records:
C1CCC(C(CC2CCCCN2)C2CCCCC2)CC1 (configuration not stated)
  Dicer processing = -0.34

C=C[C@H]1CN2CC[C@H]1C[C@@H]2[C@@H](O)c1ccnc2ccc(OC)cc12
  Dicer processing = 0.7&0.45

c1ccc(CC2=NCCN2)cc1
  Dicer processing = 2.07

CC(=O)c1ccc2c(c1)N(CCCN(C)C)c1ccccc1S2
  Dicer processing = 1.84

Other structures
| molecule | Dicer processing |
| --- | --- |
| COc1ccc(/C=C/C(=O)Nc2ccccc2C(=O)O)cc1OC | 0 |
| CC(N)C1CCC(C(=O)Nc2ccncc2)CC1 (configuration not stated) | -0.24 |
| CN(C(=O)CCCOc1ccc2[nH]c(=O)ccc2c1)C1CCCCC1 | 2.05 |
| CC(=O)c1ccc(S(=O)(=O)NC(=O)NC2CCCCC2)cc1 | 2.44 |
| CN1CCN(C(c2ccccc2)c2ccccc2)CC1 | 0.13 |
| CC1COc2c(N3CCN(C)CC3)c(F)cc3c(=O)c(C(=O)O)cn1c23 (configuration not stated) | -0.37 |
| CCN(CC)CCn1c(=O)c(Cc2ccc(OC)cc2)nc2ccccc21 | -1.19 |
| NC(=O)c1cn(Cc2c(F)cccc2F)nn1 | -1.25 |
| Cc1cc(-c2ccccc2)nnc1NCCN1CCOCC1 | -0.37 |
| CCOC(=O)c1ccc(N)cc1 | 0.55 |
| CN1CCOC(c2ccccc2)c2ccccc2C1 (configuration not stated) | 0.53 |
| CN(C)CCOC(C)(c1ccccc1)c1ccccn1 (configuration not stated) | 0.73 |
| CC(C(=O)O)c1ccc(C(=O)c2cccs2)cc1 (configuration not stated) | 1.25 |
| CCN(CC)CCNC(=O)c1cc(Cl)c(N)cc1OC | -0.32 |
| CCCNC(C)C(=O)Nc1c(C)csc1C(=O)OC (configuration not stated) | -0.15 |
| O=C(CCNNC(=O)c1ccncc1)NCc1ccccc1 | -0.58 |
| OCCN1CCN(CCCN2c3ccccc3Sc3ccc(Cl)cc32)CC1 | 31.9 |
| Cc1c(NC(=O)c2cccnc2)c(=O)n(-c2ccccc2)n1C | -0.47 |
| COc1ccc(C(=O)NCc2ccc(OCCN(C)C)cc2)cc1OC | 0.19 |

Some of the entries so far, with each value named:
COc1ccccc1N1CCN(CCCNc2cc(=O)n(C)c(=O)n2C)CC1
  Dicer processing: 0.4

CC(COc1ccccc1)NC(C)C(O)c1ccc(O)cc1 (configuration not stated)
  Dicer processing: -0.35

These rows are one share of the data; the hit share may differ from the screen's.
